Assay outcomes (PubChem BioAssay)
Anthrax LF inh2: inhibitors of Bacillus anthracis lethal factor protease | P15917 | multiplex microsphere protease cleavage assay, LF | inhibition, % at 10 µM | actives 0.12% (n = 360,000) | AID 588501; further: plate controls were buffer without enzyme for full effect and enzyme alone for no effect
Target sequence (P15917 whole entry, looked up): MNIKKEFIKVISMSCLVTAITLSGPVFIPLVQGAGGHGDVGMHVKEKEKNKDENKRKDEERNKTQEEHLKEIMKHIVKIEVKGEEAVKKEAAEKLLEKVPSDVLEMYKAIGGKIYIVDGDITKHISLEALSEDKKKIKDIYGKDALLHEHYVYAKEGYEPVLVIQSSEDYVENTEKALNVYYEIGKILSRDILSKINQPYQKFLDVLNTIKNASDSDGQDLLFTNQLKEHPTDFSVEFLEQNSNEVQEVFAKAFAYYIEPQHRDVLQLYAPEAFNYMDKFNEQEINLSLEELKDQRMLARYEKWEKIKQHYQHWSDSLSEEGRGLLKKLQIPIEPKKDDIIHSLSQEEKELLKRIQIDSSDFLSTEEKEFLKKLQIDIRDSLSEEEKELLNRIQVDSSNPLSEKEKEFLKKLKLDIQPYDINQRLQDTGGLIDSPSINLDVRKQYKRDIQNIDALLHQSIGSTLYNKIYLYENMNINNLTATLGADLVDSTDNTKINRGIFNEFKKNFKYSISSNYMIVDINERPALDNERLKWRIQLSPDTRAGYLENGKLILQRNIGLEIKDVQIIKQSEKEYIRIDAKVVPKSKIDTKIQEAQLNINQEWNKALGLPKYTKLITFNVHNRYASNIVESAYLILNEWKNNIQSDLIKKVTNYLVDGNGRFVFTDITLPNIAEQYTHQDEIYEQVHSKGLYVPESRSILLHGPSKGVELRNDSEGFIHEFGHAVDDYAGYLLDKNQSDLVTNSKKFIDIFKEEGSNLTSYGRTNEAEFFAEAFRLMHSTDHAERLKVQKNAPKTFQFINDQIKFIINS
PfHsp40 rescue: restores yeast growth despite PfHsp40 toxicity; growth rescue, % at 12.5 µM; actives 0.68% (n = 340,000); AID 504582; S. cerevisiae expressing PfHsp40, growth rescue, ATP luminescence; in the data active means growth rescue above about 28%, passing the limit was not always enough; inconclusive means no clear call, values can overlap the other calls;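 further: yeast W303a lacking pdr1 and pdr3 grown in galactose medium; growth measured after three days at 30 °C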
Y pestis TopoI: Y. pestis Topo-I inhibition via cleavage products; AID 504884; activity, % at 10 µM; actives 0.064% (n = 360,000); Y. pestis Topo-I cleavage product accumulation, plate reader; in the data active means activity above about 50%, passing the limit was not always enough; inconclusive means no clear call, values can overlap the other calls; further: inactives centre near 2
BoNT-F LC inh: BoNT F light chain protease inhibition; AID 588497; Multiplex microsphere protease cleavage assay, flow cytometry; actives 0.22% (n = 360,000); inhibition, % at 10 µM; in the data active means inhibition above about 35%, passing the limit was not always enough; inconclusive means no clear call, values can overlap the other calls; further: plate controls were buffer without enzyme for full effect and enzyme alone for no effect
PrPC surface inh: reduces human prion protein on the cell surface; actives 0.43% (n = 370,000); inhibition, % at 13.8 µM; cell surface PrPC, TR-FRET read-out; AID 720596; P04156; in the data active means inhibition above about 24%; further: 0% = median of the test wells and 100% = reference compound wells
BoNT-A LC inh2: blocks Botulinum neurotoxin A light chain protease. multiplex microsphere protease substrate cleavage, flow cytometry. inhibition, % at 10 µM. actives 0.17% (n = 360,000); further: plate controls were buffer without enzyme for full effect and enzyme alone for no effect
CCHF vOTU inh: blocks the CCHF virus ovarian tumor domain protease; actives 0.55% (n = 370,000); CCHFV vOTU protease, Pep-AMC fluorescence; inhibition, % at 11.5 µM; in the data active means inhibition above about 30%; further: 0% = vehicle wells with enzyme and 100% = no enzyme wells
FadD28 FP inh: M. tuberculosis FadD28 bisubstrate binding inhibition | AID 588549 | actives 0.22% (n = 360,000) | FadD28 bisubstrate probe binding, fluorescence polarization | inhibition, % at 12.5 µM; in the data active means inhibition above about 8.5%, passing the limit was not always enough; inconclusive means no clear call, values can overlap the other calls
TcdB GH inh: inhibitors of Clostridioides difficile toxin B glycohydrolase; P18177; TcdB glycohydrolase enzymatic assay, plate reader; inhibition, % at 9.99 µM; actives 0.24% (n = 350,000); in the data active means inhibition above about 10%
The depositor's hits bear a star; ? = inconclusive; · = no result given. Unless noted, no stated cut-off is given here; in the data, active means inhibition above about 30%; inconclusive means no clear call, values can overlap the other calls; inactive means below that.

SMILES	Anthrax LF inh2	PfHsp40 rescue	Y pestis TopoI	BoNT-F LC inh	PrPC surface inh	BoNT-A LC inh2	CCHF vOTU inh	FadD28 FP inh	TcdB GH inh
CCOC(=O)c1[nH]c2ccc(Cl)cc2c1NC(=O)c1nonc1C	-1	0.0	-1	-2	-6	-1.6	-3	-0.1	·
CC(=O)NC(CC(=O)NCCOc1ccccc1F)c1ccccc1 (stereo not given)	1	0.5	1	6	-7	1.6	5	-3.4	2.8
COc1ccc(N2CC(C(=O)Nc3c4c(nn3-c3ccccc3)CS(=O)(=O)C4)CC2=O)cc1 (stereo not given)	0	-1.2	7	-4	-8	-2.5	8	1.0	0.3
COCCn1c(SCC(=O)N2CCCCCC2)nc2c([nH]c3ccccc32)c1=O	2	-0.7	23	3	-3	-0.4	-2	-0.5	0.4
Cc1cccc(CN2CCN(c3ccc(Cl)cc3)CC2)c1	-4	0.0	7	2	3	-0.3	10	-1.3	-0.2
CCOc1cc(/C=N/NC(=O)c2cc(-c3cccc(OC)c3)nc3ccccc23)ccc1O	-3	·	-1	5	7	-0.2	12	-1.8	0.6
COc1ccc(-c2csc(Nc3ccc(C)cn3)n2)cc1	4	?	-6	-5	0	-0.8	-2	-3.7	0.2
CSc1c2c(nc3ncnn13)CCC2	-6	0.4	-2	9	-4	0.6	-13	-4.8	·
Cc1c(Cl)cnc(NC(=O)COC(=O)CNC(=O)c2ccccc2)c1Cl	·	-0.6	11	·	-9	·	0	1.3	-1.5
CC/C(=N\NC(=S)Nc1cccc(C)c1)c1ccccc1	-2	0.5	8	-2	4	0.1	0	-0.1	0.3
CCNC(=O)N1CCNC(=O)C1CC(=O)Nc1ccc(C(=O)OCC)cc1 (stereo not given)	-5	-0.9	-3	-20	-6	0.4	15	-2.0	·
CCN(CC)S(=O)(=O)c1cc(NC(=O)Cc2n[nH]c(=O)c3ccccc23)ccc1C	0	-0.6	13	-4	13	-0.9	9	-7.1	1.1
CCCCNc1c(-c2cccc(-c3ccc(OC)cc3)c2)nc2cc(C)ccn12	-12	8.0	24	-7	18	-0.6	16	-3.5	-5.6
COc1ccc(-c2ccc3nnc(SCC(=O)NCC4CCCO4)n3n2)cc1 (stereo not given)	-8	0.1	6	-12	-26	-1.8	-30	-0.4	-0.8
C=CCN1C(=NC(=O)COc2ccc(Cl)cc2)SC2CS(=O)(=O)CC21 (stereo not given)	1	-0.7	2	-2	12	-0.8	4	-3.0	0.7
O=C(c1ccccc1)N1CCN=C1SCc1ccc([N+](=O)[O-])cc1	-1	-0.9	8	2	-6	0.1	2	-4.7	·
CN1CCN(c2c(F)cc([N+](=O)[O-])c(N)c2Br)CC1	-1	0.6	-12	-6	-35	0.1	-2	-2.9	1.8
COC(=O)c1cc(Cl)c(NC(=O)/C=C/c2ccc(OC)cc2)cc1OC	-2	-1.0	-3	-2	0	-0.2	1	-3.3	1.0
COc1cc(OC)cc(C(=O)NCc2cccnc2)c1	3	-0.7	-8	12	-9	0.7	9	-4.8	·
O=C(CSc1nc(-c2ccccc2)ns1)N1CCOCC1	-2	0.5	7	-1	2	-0.4	5	-0.7	0.5

A different layout for some results above:
> COCCn1c(SCC(=O)N2CCCCCC2)nc2c([nH]c3ccccc32)c1=O
  Anthrax LF inh2: 2
  PfHsp40 rescue: -0.7
  Y pestis TopoI: 23
  BoNT-F LC inh: 3
  PrPC surface inh: -3
  BoNT-A LC inh2: -0.4
  CCHF vOTU inh: -2
  FadD28 FP inh: -0.5
  TcdB GH inh: 0.4

> Cc1cccc(CN2CCN(c3ccc(Cl)cc3)CC2)c1
  Anthrax LF inh2: -4
  PfHsp40 rescue: 0.0
  Y pestis TopoI: 7
  BoNT-F LC inh: 2
  PrPC surface inh: 3
  BoNT-A LC inh2: -0.3
  CCHF vOTU inh: 10
  FadD28 FP inh: -1.3
  TcdB GH inh: -0.2

> CCOc1cc(/C=N/NC(=O)c2cc(-c3cccc(OC)c3)nc3ccccc23)ccc1O
  Anthrax LF inh2: -3
  PfHsp40 rescue: ·
  Y pestis TopoI: -1
  BoNT-F LC inh: 5
  PrPC surface inh: 7
  BoNT-A LC inh2: -0.2
  CCHF vOTU inh: 12
  FadD28 FP inh: -1.8
  TcdB GH inh: 0.6

Next section
SMILES	Anthrax LF inh2	PfHsp40 rescue	Y pestis TopoI	BoNT-F LC inh	PrPC surface inh	BoNT-A LC inh2	CCHF vOTU inh	FadD28 FP inh	TcdB GH inh
CCCCn1c(C)nc2c(=O)n(C)c(=O)[nH]c21	-4	2.7	3	4	2	-0.1	-5	-3.8	·
Cc1onc(C(=O)NCc2ccccn2)c1[N+](=O)[O-]	0	-1.5	-1	-1	-10	0.0	5	0.4	1.4
Cc1cc(OCc2ccc(C(=O)Nc3ccc(C(=O)O)cc3)o2)ccc1Cl	-1	-1.4	0	0	1	-10	16	-0.4	1.3
Cc1ccccc1C(=O)NC(CC(C)C)C(=O)Nc1ccc(S(N)(=O)=O)cc1 (stereo not given)	-7	0.2	-4	-3	3	-0.5	8	-4.9	1.2
NC(=O)Cn1nc([N+](=O)[O-])nc1Oc1ccccc1F	-3	0.4	1	-7	-3	-1.1	0	-3.8	-0.1
Cc1cccc(N2CCN(S(=O)(=O)c3cn(C)cn3)CC2)c1C	-1	-0.4	6	6	3	2.6	-3	-0.5	-1.1
C=CCN1C=C/C(=C\C=C(C#N)C#N)c2ccccc21	1	1.7	-10	-8	-39	2.8	-3	0.3	1.7
O=C(Nc1oc2ccc(Cl)cc2c(=O)c1-c1ccc(F)cc1)c1ccco1	2	-0.7	5	-3	1	0.9	10	-2.2	0.2
CCC(CO)NCc1sccc1C (stereo not given)	-4	-1.3	-6	-4	1	-0.5	-16	-2.7	0.0
Cc1cc(Br)ccc1N1C(=O)CC(=O)NC1=O	-1	-0.1	2	5	4	5.4	4	0.8	·
Cc1cc[n+](Cc2ccccc2)c(N)c1	-2	1.3	-2	-5	2	-0.9	24	-1.3	·
CCN1CCN(c2nc(Nc3ccc(C)c(C)c3)nc(N)c2[N+](=O)[O-])CC1	-2	-0.6	4	-10	-17	-0.8	2	0.6	·
CC1=C(C(=O)N(C(C)C)C(C)C)CC(CC(=O)NCc2ccco2)C(=O)N1Cc1ccc(F)cc1 (stereo not given)	-5	·	·	-5	-6	0.2	4	-1.5	0.0
CN(C)CCCNC(=O)C(=O)Nc1cc2c3c(c1)CC(=O)N3CCC2	0	5.5	1	5	-2	-0.9	-2	-1.2	2.2
Cc1ccccc1NC(=O)c1cccc(OCc2c(C)noc2C)c1	-1	0.7	-5	-20	-2	-0.8	9	-3.6	·
Cc1ccc2nc3n(c(=O)c2c1)CCCCC3	1	-1.0	0	14	0	2.7	19	-0.5	·
COc1ccccc1OC(C)C(=O)Nc1nc(-c2ccc(S(=O)(=O)N3CCOCC3)cc2)cs1 (stereo not given)	-2	-1.0	40	-6	7	?	-1	-1.3	·
O=C(c1ccco1)N1CCN(Cc2nnc(-c3cccc(Cl)c3)o2)CC1	-7	-1.1	3	4	0	-3.7	-3	1.3	0.3
O=C(NCc1ccccc1)c1cc(C2CCCN(C(=O)c3cccs3)C2)on1 (stereo not given)	-6	·	20	3	-2	-0.2	9	-0.8	0.5
CCc1ccc(-n2c(=O)c3ccccc3n(CC(=O)C(C)(C)C)c2=O)cc1	0	-0.2	0	-10	1	-1.1	8	-0.2	1.2
CCCCN(Cc1cc2cc(OC)ccc2[nH]c1=O)C(=O)c1ccco1	-1	0.0	0	?	-2	-0.8	-3	0.8	·
CCc1ccc(CN(C(=O)c2ccco2)C2CCS(=O)(=O)C2)cc1 (stereo not given)	0	-1.7	4	0	1	-1.0	-22	-0.2	1.1
Nc1cccc2[nH]c(C(F)(F)F)nc12	2	-0.9	-18	3	-11	4.5	1	5.9	-0.1
COc1cc(/C=C/C(=O)NCc2ccccn2)cc(OC)c1OC	3	-2.0	-2	-4	-5	-0.2	0	-4.3	2.4
CC1=C(C(N)=O)C(c2cccnc2)n2nc(SCc3ccccc3Cl)nc2N1 (stereo not given)	-3	-1.8	-6	-18	·	1.0	·	-0.7	·
CCCc1cc(CNC(=O)C2CCC(=O)N(CCc3cccc(F)c3)C2)on1 (stereo not given)	1	0.4	-3	9	-3	3.9	-3	-4.4	0.5
COc1cc2c(cc1OC)C(C)N(S(=O)(=O)c1cnc(Cl)c(Cl)c1)CC2 (stereo not given)	3	1.4	-1	-2	·	0.1	·	-3.5	·
CN(C)c1nc(Nc2ccccc2)nc(Oc2ccc(=O)[nH]n2)n1	-1	1.5	-6	5	-4	-0.3	-35	-3.4	·
CN(c1ccccc1)S(=O)(=O)c1ccc(Cl)c(C(=O)Nc2nc3ccccc3[nH]2)c1	3	7.9	-5	9	1	1.7	0	-4.9	·
CCOC(=O)c1c(C)[nH]c(C)c1S(=O)(=O)N1CCN(c2ccc([N+](=O)[O-])cc2)CC1	-1	-1.3	-5	1	-17	0.6	6	-1.2	0.7
CCOc1c(Br)cc(Br)cc1/C=C1\SC(N)=NC1=O	-3	-1.4	14	8	-2	-3.4	-5	-0.5	-0.4
COc1ccccc1CNc1nc(SC)ncc1CO	1	-0.6	-6	3	1	1.0	-23	-0.6	0.5
Cc1c(C(=O)Nc2ccc3c4c(cccc24)CC3)cccc1[N+](=O)[O-]	-2	-0.2	-5	0	1	-0.4	-5	0.0	0.7
COc1cc(CNCc2cccnc2)ccc1OCC(=O)NC1CCCCC1	2	0.2	1	3	-3	-0.1	-14	-1.9	-0.4
Cc1cc(C)c(C)c(S(=O)(=O)Nc2ccc(C(N)=O)cc2)c1C	-1	-0.7	5	1	-1	0.0	-1	-0.8	1.8
CCOC(=O)CC1c2ccccc2-n2nncc2CN1CC1CCCCC1 (stereo not given)	-1	·	40	1	11	0.2	4	-2.2	2.4
C=CCNC(=O)/C(=C/c1ccc(Br)cc1)NC(=O)c1ccccc1OC	2	0.3	15	-7	-1	-2.8	-5	-2.0	1.3
O=C(O)c1ccc(N=NNc2cccc([N+](=O)[O-])c2)cc1	0	-0.6	-1	0	-8	0.1	14	-2.7	2.3

By substructure, those above containing an NH in an aromatic ring
SMILES	Anthrax LF inh2	PfHsp40 rescue	Y pestis TopoI	BoNT-F LC inh	PrPC surface inh	BoNT-A LC inh2	CCHF vOTU inh	FadD28 FP inh	TcdB GH inh
CCOC(=O)c1[nH]c2ccc(Cl)cc2c1NC(=O)c1nonc1C	-1	0.0	-1	-2	-6	-1.6	-3	-0.1	·
COCCn1c(SCC(=O)N2CCCCCC2)nc2c([nH]c3ccccc32)c1=O	2	-0.7	23	3	-3	-0.4	-2	-0.5	0.4
CCN(CC)S(=O)(=O)c1cc(NC(=O)Cc2n[nH]c(=O)c3ccccc23)ccc1C	0	-0.6	13	-4	13	-0.9	9	-7.1	1.1
CCCCn1c(C)nc2c(=O)n(C)c(=O)[nH]c21	-4	2.7	3	4	2	-0.1	-5	-3.8	·
CCCCN(Cc1cc2cc(OC)ccc2[nH]c1=O)C(=O)c1ccco1	-1	0.0	0	?	-2	-0.8	-3	0.8	·
Nc1cccc2[nH]c(C(F)(F)F)nc12	2	-0.9	-18	3	-11	4.5	1	5.9	-0.1
CN(C)c1nc(Nc2ccccc2)nc(Oc2ccc(=O)[nH]n2)n1	-1	1.5	-6	5	-4	-0.3	-35	-3.4	·
CN(c1ccccc1)S(=O)(=O)c1ccc(Cl)c(C(=O)Nc2nc3ccccc3[nH]2)c1	3	7.9	-5	9	1	1.7	0	-4.9	·
CCOC(=O)c1c(C)[nH]c(C)c1S(=O)(=O)N1CCN(c2ccc([N+](=O)[O-])cc2)CC1	-1	-1.3	-5	1	-17	0.6	6	-1.2	0.7
